Screening data (PubChem BioAssay)
Yfh1-depleted yeast = enhancers of respiration in Yfh1-depleted yeast, dose response, Friedreich's ataxia, plus single-dose screen (AID 1465); fold induction at 50 µM, or EC50 in µM where a hit was titrated; S. cerevisiae Yfh1-off respiration, WST-1 reduction, 72 h; higher fold induction means a stronger effect; 220,000 tested, 0.074% active;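 active = fold induction of absorbance versus untreated yeast above a set limit, then at least 30% activation at any dose in follow-up; inconclusive = repeats straddling the limit, or above it without dose testing; inactive = fold induction below the set limit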;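 note: activators that raise dye reduction in frataxin-depleted yeast; strong numbers were not always called active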
Insulin prom up = MIN6 insulin promoter up-regulation; MIN6 insulin promoter-GFP reporter, high-content imaging; stronger effect = higher value; z-score at 5 µM; 190,000 tested, 0.3% active; AID 1625;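 active = z-score above 3 at 5 µM with at least 500 cells counted in the well; inconclusive = wells under 500 cells, flagged as cytotoxic or low count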
human PMI inhibitors = MPI inhibition at elevated mannose 6-phosphate – biochemical, fluorescence intensity, high mannose 6-phosphate, primary screen (AID 1220); recombinant PMI enzyme, coupled fluorescence intensity; higher % means a stronger effect; inhibition, % at 20 µM, or IC50 in µM where a hit was titrated; 190,000 tested, 0.66% active
MT stabilizer = microtubule stabilization, imaging screen; 200,000 tested, 0.83% active; HeLa tubulin immunostaining HCS, 24 h; share of cells brighter than vehicle mean+2SD; % tubulin-high responders, % at 10 µM;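 active = plate Z-score above 3 for both tubulin-high and condensed-nucleus cell shares, with cell loss under 80%, at 10 µM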;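 note: anti alpha tubulin signal scored within the nucleus-defined area of each cell; some results filed as inactive read as strong as hits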
PMI inhibitors = inhibitors of human PMI, primary screen, biochemical, fluorescence intensity, coupled assay (AID 1209) | purified PMI enzyme, coupled fluorescence intensity; higher % means a stronger effect | inhibition, % at 20 µM, or IC50 in µM where a hit was titrated | 190,000 tested, 0.42% active;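 note: plate controls were DMSO vehicle for no effect and wells lacking substrate for full effect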
WT yeast gro inh = growth inhibition of WT yeast, mitochondrial fusion screen. mitochondrial fusion phenotypic screen, WT strain. inhibition, % at 10 µM. 190,000 tested, 2.1% active. AID 1362; in the data active = inhibition above about 58%; tested in S. cerevisiae
Dynein cargo inh = dynein cargo transport inhibition. 3617.4 mouse cells, GR-EGFP nuclear translocation imaging; test concentration mostly 20 µM; stimulated with dexamethasone, 1 µM; stronger effect = lower value. z-score, hits read low. 220,000 tested, 0.47% active. AID 1381;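 active = plate z-score of nuclear minus cytoplasmic receptor signal below a set negative limit, without overly bright fluorescence or cell loss, cut at about -3.5 in these data, passing the limit was not always enough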;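 note: z-score of nuclear minus cytoplasmic ring GR-EGFP intensity difference per well; some compounds called inactive have numbers as strong as hits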
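Buffer or medium: Induction medium lacking tetracycline, stripped serum | Also added: Dexamethasone agonist, 1.0 µM final, for 30 min | Timing: 48 h induction, 1 h compound, 30 min dex at 37 °C | Detection: Formaldehyde fixation, Hoechst nuclear stain, 10x automated fluorescence imaging | Measure: Nuclear versus cytoplasmic GR-EGFP signal, averaged per well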
b-catenin transl = modulators of beta-catenin nuclear translocation | HeLa beta-catenin nuclear translocation, immunofluorescence imaging | nuclear translocation activity, % at 5 µM | 190,000 tested, 0.3% active | AID 1665;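 active = nuclear translocation activity above 50% at 5 µM, with a well cell count of 50 or more; inconclusive = wells under 50 cells across six images, flagged as toxic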;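 note: per-cell ratio of nuclear to cytoplasmic median beta-catenin stain intensity; plate controls were DMSO negative control for no effect and GSK-3 inhibitor IX positive control for full effect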
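test system = HeLa cells, endogenous beta-catenin | dosing = single 5 µM dose plus 0.02–20 µM confirmation series | times = compound treatment 24 h, 37°C, 5% CO2 | technique = beta-catenin immunofluorescence imaging with DAPI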
Autophagy mod = autophagy modulation, high-content screen; calls only at 10 µM (by protocol); MEF GFP-LC3 puncta imaging; test concentration mostly 10 µM; 190,000 tested, 0.98% active;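 active = percentage of spot-positive cells more than 3 SD above its plate mean, without a fluorescence outlier flag or 80% toxicity; inconclusive = no clear call, values can overlap the other calls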;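 note: spot-positive cell cutoff set from DMSO-treated cells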
WT yeast gro inh mutant strain = recorded beside WT yeast gro inh, whose call it bears; inhibition, %; mitochondrial fusion phenotypic screen, mutant strain inhibition
Dynein cargo inh cytoplasmic EGFP = further read-out of Dynein cargo inh, marked with its call; z-score; measured here: cytoplasmic GR-EGFP intensity; stronger effect = higher value
Dynein cargo inh nuclear GR-EGFP = second read-out of Dynein cargo inh, no call of its own (marks repeat the call); z-score; measured here: nuclear GR-EGFP intensity;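 lower value marks the stronger effect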
Dynein cargo inh cell count = further read-out of Dynein cargo inh, marked with its call; z-score; measured here: cell count per field
Insulin prom up cell count = second read-out of Insulin prom up, no call of its own (marks repeat the call); cell count; measured here: cytotoxicity, nuclei count;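 total cells summed across four imaged fields per well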
b-catenin transl cell count 5 µM = recorded beside b-catenin transl, whose call it bears; cell count; measured here: cell count, cytotoxicity flag
MT stabilizer Hoechst-high % = further read-out of MT stabilizer, marked with its call; % Hoechst-high responders; measured here: nuclear condensation Hoechst responders;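 share of cells brighter than vehicle mean plus two SD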
MT stabilizer cytotoxicity % = further read-out of MT stabilizer, marked with its call; toxicity, %; measured here: cytotoxicity by cell density;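 0% = mean cell density of plate MIN control wells and 100% = no cells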
Autophagy mod cell loss 18 h = further read-out of Autophagy mod, marked with its call; toxicity, %; measured here: cell loss, nuclei count;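 cell loss after 18 h compound exposure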
* marks the source's active call; other numbers are inactive results; i = inactive; ? = inconclusive; · = no result given. Cut-off read from the data, not from the text of the source, unless noted: active = inhibition above about 50%; inactive = the rest.

SMILES | Yfh1-depleted yeast | Insulin prom up | Insulin prom up cell count | human PMI inhibitors | MT stabilizer | MT stabilizer Hoechst-high % | MT stabilizer cytotoxicity % | PMI inhibitors | WT yeast gro inh | WT yeast gro inh mutant strain | Dynein cargo inh | Dynein cargo inh cytoplasmic EGFP | Dynein cargo inh nuclear GR-EGFP | Dynein cargo inh cell count | b-catenin transl | b-catenin transl cell count 5 µM | Autophagy mod | Autophagy mod cell loss 18 h
O=C1c2ccccc2C(=O)N1CCCCN(C(=O)c1cc([N+](=O)[O-])cc([N+](=O)[O-])c1)c1ccc(Cl)cc1 | i | 0.45 | 1511 | 7% | 2.4 | 2.9 | 5.9 | 16% | 24 | -7 | 0.2 | -0.25 | 0.11 | -0.99 | -2.3 | 1118 | i | -3
CCOC(=O)CCSc1nc(C)c2cc(OC)ccc2n1 | i | · | · | 5% | 2.7 | 1.8 | 2.4 | 9% | -5 | -5 | 0.1 | -0.29 | -0.58 | 1.1 | 8.3 | 499 | i | -1
CNC(=O)Nc1ccc(Cn2cc(C(F)(F)F)ccc2=O)cc1 | i | -0.01 | 1241 | -7% | 1.5 | 2.9 | 8.8 | -15% | -3 | -16 | 0.12 | 0.039 | -0.023 | 0.04 | 3.0 | 1020 | i | -6
CCCCOC(=O)c1ccc(NC(=O)CSc2nnnn2C)cc1 | i | -0.76 | 1406 | 1% | 2.6 | 2.6 | 3.9 | 6% | -9 | 6 | -0.22 | -0.24 | -0.2 | 0.33 | 0.5 | 1010 | i | 21
O=C(COC(=O)c1n[nH]c2ccccc12)NC(=O)NCc1ccco1 | i | -0.34 | 1389 | -4% | 3.2 | 2.9 | 14 | -16% | -12 | -84 | -0.7 | 0.062 | -0.41 | 0.6 | 2.4 | 568 | i | 10
Clc1ccc(-c2cn(-c3ccc(Cl)cc3)c3[n+]2CCCCC3)cc1 | i | ? | · | · | · | · | · | · | · | · | -0.33 | -0.23 | -0.13 | 0.85 | 0.8 | 1356 | · | ·
COc1ccc(C2CC(c3ccc(C)o3)=NN2C(C)=O)cc1 (stereo unspecified) | i | -0.12 | 1260 | -4% | 1.7 | 3.6 | 11 | 15% | 0 | -11 | 0.5 | -0.046 | 0.048 | -0.6 | -4.3 | 530 | i | -21
Fc1cccc2sc(Nc3nc4cc5c(cc4s3)OCCO5)nc12 | i | 0.37 | 1406 | 1% | 2.4 | 3.4 | 5.4 | 6% | 21 | 19 | -0.29 | -0.32 | -0.61 | 0.26 | -5.1 | 528 | i | 1
O=C(Nc1ccccc1C(=O)Nc1cccnc1)c1ccccc1 | i | 0.84 | 1227 | -1% | 1.4 | 0.6 | 3.7 | -6% | 11 | 13 | 1.1 | -0.34 | 0.11 | 0.038 | -4.6 | 1113 | i | -10
CCC(C)N1CC(O)=C(c2nc3ccccc3[nH]2)C1=N (stereo unspecified) | i | -0.21 | 1276 | 3% | 2.9 | 2.1 | 10 | 2% | -7 | -1 | 1.6 | -0.27 | 1.7 | -2.2 | -7.5 | 992 | i | 12
O=C(NC(=S)Nc1cc(C(F)(F)F)ccc1N1CCOCC1)c1sc2ccccc2c1Cl | i | -0.58 | 1346 | 3% | 1.0 | 3.0 | 5.6 | 11% | 4 | 6 | -0.61 | -0.21 | -0.13 | 0.19 | 0.3 | 1182 | i | 0
CCN(CC)c1ccc(N=Cc2ccc([N+](=O)[O-])o2)cc1 | i | 0.43 | 1180 | 60%* | 4.7 | 1.7 | 0.2 | 38% | 32 | 24 | -3.8* | 1* | -2.6* | -0.22* | -0.4 | 513 | i | -4
COc1ccc(NC(=O)c2oc3ccccc3c2NC(=O)c2ccc3c(c2)OCO3)cc1 | i | -0.11 | 1555 | 16% | 5.2 | 4.9 | 4.7 | 17% | 10 | 7 | -1.1 | -0.1 | -0.84 | -0.23 | 0.4 | 1012 | i | 8
O=C(CCCn1c(=S)[nH]c2ccccc2c1=O)N1CCN(c2cccc(Cl)c2)CC1 | i | -0.41 | 1198 | -2% | 4.8 | 3.5 | 4.1 | 1% | 17 | 12 | -0.71 | 0.048 | -0.19 | 1.2 | -2.0 | 884 | i | -4
CCOC(=O)N1CCN(C(=O)c2ccc3c(c2)sc2nc(-c4ccccc4)cn23)CC1 | i | -0.22 | 1058 | 18% | 4.3 | 3.9 | 3.8 | 16% | 26 | 35 | 0.79 | -0.34 | 0.38 | -0.24 | -1.8 | 1367 | i | -5
CC(=O)Nc1ccc(NC(=O)CNS(=O)(=O)c2ccc(C)cc2)cc1 | i | 0.29 | 1346 | 5% | 2.3 | 2.3 | 1.0 | 9% | 0 | -4 | 1.6 | -0.26 | 0.55 | -0.34 | 0.7 | 1040 | i | 23
COC(=O)c1ccc(OCCN2CCCCCC2)cc1 | i | 0.42 | 1648 | -5% | 1.0 | 1.1 | 5.9 | -4% | -11 | -1 | 1.1 | -0.26 | 0.9 | -0.63 | -2.2 | 1098 | i | 29
CCOC(=O)C(Cc1ccc(O)cc1)NC(=O)CNC(=O)C1CCCN1C(=O)OC(C)(C)C (stereo unspecified) | i | 0.71 | 1377 | -1% | 4.0 | 1.7 | 4.6 | -7% | -2 | 3 | -0.67 | -0.21 | -0.33 | 0.56 | -0.2 | 1115 | i | -21
O=C1c2cccc3cc([N+](=O)[O-])cc(c23)C(=O)N1CC1CCCO1 (stereo unspecified) | i | 0.11 | 1005 | · | · | · | · | · | · | · | 0.95 | -0.11 | 1 | -0.65 | 0.0 | 1319 | · | ·
CN1CCN(S(=O)(=O)c2ccc(NC(=S)NC(=O)C3CCCCC3)cc2)CC1 | i | -0.38 | 1498 | 16% | 2.7 | 1.5 | 0.3 | 18% | 9 | -11 | -0.6 | -0.26 | -0.37 | 0.34 | -0.2 | 915 | i | -5
COc1cc(C2(O)CCCCC2C)cc(OC)c1OC (stereo unspecified) | i | 0.03 | 1319 | 2% | 3.0 | 2.0 | 3.3 | 2% | -8 | -16 | -1 | -0.29 | -0.51 | 0.37 | -2.6 | 499 | i | 0
CCNc1nc(N)nc(-c2cc(Cl)ccc2OC)n1 | i | · | · | 12% | 2.8 | 1.2 | 4.6 | 9% | -5 | -16 | -0.3 | -0.2 | 0.072 | 0.53 | -0.4 | 1038 | i | 17
CCN1CCN(CC(=O)Nc2ccc3c(c2)OCO3)C(=O)C1=O | i | 1.1 | 1131 | -10% | 4.7 | 1.6 | 2.3 | -12% | 11 | 5 | -0.33 | -0.22 | -0.17 | 0.2 | -3.8 | 1263 | i | -1
CCCN1C(=O)C2(SC(NC(C)=O)=NN2C(C)=O)c2cc(C)ccc21 (stereo unspecified) | i | 0.5 | 1321 | -11% | 3.7 | 1.5 | 5.0 | -8% | 3 | 0 | 0.035 | -0.28 | -0.041 | 0.35 | -0.3 | 1538 | i | 14
Cc1nccn1-c1ccc(C(F)(F)F)cc1NC=O | i | 0.93 | 1324 | 2% | 4.4 | 3.3 | 0.1 | 1% | -49 | -10 | 0.46 | -0.28 | 0.56 | -1 | -2.3 | 1080 | i | 12
COc1ccccc1NC(=O)N1CCN(CCc2ccccc2)CC1 | i | -0.43 | 929 | · | · | · | · | · | · | · | 0.13 | -0.27 | 0.63 | -0.13 | -1.1 | 1335 | · | ·
CCOC(=O)C1(CCCc2ccccc2)CCN(C(=O)CCCn2cncn2)CC1 | i | -0.16 | 1496 | 2% | · | · | · | 5% | -20 | -13 | 0.61 | -0.27 | 0.63 | 0.36 | 2.4 | 973 | i | -15
Cc1ccc(Cn2nnc3c(=O)[nH]c(C4CCCN(C(=O)Nc5ccc(F)cc5)C4)nc32)cc1 (stereo unspecified) | i | 0.69 | 1186 | 4% | 2.3 | 2.4 | 23 | 7% | 3 | 2 | 1.3 | 0.11 | 1.5 | -2 | 3.7 | 1074 | i | -15
Cc1ccc(N=Cc2cc3c(cc2O)OC(N)=C(C#N)C3c2ccccc2)cc1 (stereo unspecified) | i | · | · | 10% | 6.6 | 3.7 | 2.5 | 8% | 14 | 14 | -0.55 | 4 | 0.63 | -0.29 | 0.2 | 1086 | i | 2
CCCCC(O)(CCCC)C(=O)NN(C(=O)c1cccnc1Cl)c1ccccc1 | i | -0.15 | 1149 | · | · | · | · | · | · | · | 0.95 | -0.27 | 0.51 | -0.29 | 0.1 | 1284 | · | ·

2 compounds drawn at random from the list so far:
SMILES | Yfh1-depleted yeast | Insulin prom up | Insulin prom up cell count | human PMI inhibitors | MT stabilizer | MT stabilizer Hoechst-high % | MT stabilizer cytotoxicity % | PMI inhibitors | WT yeast gro inh | WT yeast gro inh mutant strain | Dynein cargo inh | Dynein cargo inh cytoplasmic EGFP | Dynein cargo inh nuclear GR-EGFP | Dynein cargo inh cell count | b-catenin transl | b-catenin transl cell count 5 µM | Autophagy mod | Autophagy mod cell loss 18 h
Cc1nccn1-c1ccc(C(F)(F)F)cc1NC=O | i | 0.93 | 1324 | 2% | 4.4 | 3.3 | 0.1 | 1% | -49 | -10 | 0.46 | -0.28 | 0.56 | -1 | -2.3 | 1080 | i | 12
O=C1c2cccc3cc([N+](=O)[O-])cc(c23)C(=O)N1CC1CCCO1 (stereo unspecified) | i | 0.11 | 1005 | · | · | · | · | · | · | · | 0.95 | -0.11 | 1 | -0.65 | 0.0 | 1319 | · | ·

human PMI inhibitors, hit marks shown above
| Compound | human PMI inhibitors | MT stabilizer Hoechst-high % | PMI inhibitors | WT yeast gro inh mutant strain | Dynein cargo inh | Dynein cargo inh cytoplasmic EGFP | Dynein cargo inh nuclear GR-EGFP | Dynein cargo inh cell count |
| --- | --- | --- | --- | --- | --- | --- | --- | --- |
| CCN(CC)c1ccc(N=Cc2ccc([N+](=O)[O-])o2)cc1 | 60%* | 1.7 | 38% | 24 | -3.8* | 1* | -2.6* | -0.22* |

Outcome played no part in choosing rows (roughly 5% active in at least one column).
